ABHD5-PLIN5 inh: blocks binding of human ABHD5 to perilipin-5; Q00G26+Q8WTS1; Split G. princeps luciferase complementation, luminescence, 4 h; inhibition, % at 4 µM; hit rate 0.78% among 360,000; AID 602281;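 active means inhibition above the mean inhibition across every tested compound plus 3 SD, cut at about 22% in these data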;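 further: 0% = DMSO only wells and the 100% control is not disclosed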
HTR2A ag: activates the mouse 5-HT2A serotonin receptor; hit rate 0.66% among 360,000; activation, % at 7.6 µM; CHO-K1 mHTR2A beta-arrestin complementation, luminescence; percent of 30 µM serotonin response; P35363;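 active means activation above a run cutoff, the mean activation of all tested compounds plus 3 SD, cut at about 14% in these data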;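 further: 0% = plate median of compound wells and 100% = 30 µM serotonin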
MC4R barr agon: activates human MC4R beta-arrestin recruitment; P32245; U2OS MC4R beta-arrestin complementation, luminescence; percent of melanotan II response, DMSO zero; activation, % at 8.9 µM; hit rate 0.98% among 360,000;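 active means activation above a per-plate cutoff, the mean activation of sample wells on that plate plus 3 SD, cut at about 8% in these data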
N-glyco inh: N-linked glycosylation inhibition; D54 ERlucT glycosylation luciferase reporter, 24 h; percent of 100 nM tunicamycin response; reporter increase, % at 12.5 µM; hit rate 0.23% among 360,000; AID 588692;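 active means mean luciferase reporter signal, scaled so untreated is 0 and the glycosylation-blocking control 100, at or above a set limit in every replicate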;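 further: luciferase carries N-glycosylation sites so blocking glycosylation raises the light; 0% = median of neutral control wells and 100% = median of 100 nM tunicamycin wells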
H9c2 protect: modulators protecting cardiomyocytes from myocardial damage | hit rate 0.63% among 360,000 | protection from H2O2 cell death, % at 20 µM | AID 588492 | H9c2 cardiomyocytes, H2O2 injury protection, ATPLite, 2 h;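 active means compounds giving at least 50% protection of heart cells from peroxide-induced death in the single-dose screen, raw or plate-pattern-corrected value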;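 further: 0% = DMSO wells with peroxide and 100% = DMSO wells without peroxide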
Granule exo inh: blocks lytic granule exocytosis; TALL-104 LAMP-1 surface exposure, flow cytometry; cells stimulated with thapsigargin and PMA; AID 651702; inhibition, % at 10 µM; hit rate 0.66% among 360,000;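 active means inhibition above about 55%, limit read from the data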
hiPSC survival: hiPSC single-cell survival enhancement. AID 602274. ATPlite luminescence; 100% = ROCK inhibitor wells, 0% = DMSO. hit rate 0.044% among 360,000. survival enhancement, % at 20 µM; in the data active means survival enhancement above about 18%;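 further: cells exposed to compounds for 16 hours before the ATP read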
MC4R antag cAMP: human MC4R antagonism in cAMP assay; P32245; MC4R-expressing cells, MTII-stimulated cAMP, LANCE TR-FRET; inhibition, % at 6.5 µM; hit rate 0.48% among 360,000; AID 540295;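 active means inhibition above its plate's cutoff, the mean of tested wells on that plate plus 3 SD, cut at about 29% in these data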;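 further: 0% = Melanotan II alone and 100% = Melanotan II plus saturating MCL0020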
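Material – human MC4R-expressing U2OS cells · Repeats – no replicates · Detection – TR-FRET with Eu-cAMP and labeled anti-cAMP, 671 nm · Times – compound 30 min, challenge 1 h, detection 1 h · Compound – single nominal compound dose of 6.5 µM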
aDG glyco up: alpha-DG glycosylation activation; Pro5-aDG cells, alpha-DG glycosylation AlphaScreen (IIH6); 0% Pro5, 100% B10-LARGE cell signal; activation, % at 10 µM; hit rate 0.22% among 360,000;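 active means activation of at least 8% versus controls, or a plate z-score of at least 8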;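 further: Pro5 are CHO cells carrying HIG-tagged alpha-DG that lacks glycosylation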
ABCB6 inh MLPCN: human ABCB6 transporter inhibition; Q9NP58; K562-ABCB6 porphyrin accumulation, flow cytometry, 1 h; active compounds read low; fluorescence ratio to DMSO, % at 10 µM; hit rate 0.19% among 360,000;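 active means fluorescence ratio to DMSO below 75%, the collection mean minus 3 SD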;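 further: signal is porphyrin accumulated inside mitochondria; 100% equals median channel fluorescence of DMSO control wells; lower ratio means ABCB6 inhibition with less porphyrin fluorescence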
Target sequence (Q9NP58 whole entry, looked up): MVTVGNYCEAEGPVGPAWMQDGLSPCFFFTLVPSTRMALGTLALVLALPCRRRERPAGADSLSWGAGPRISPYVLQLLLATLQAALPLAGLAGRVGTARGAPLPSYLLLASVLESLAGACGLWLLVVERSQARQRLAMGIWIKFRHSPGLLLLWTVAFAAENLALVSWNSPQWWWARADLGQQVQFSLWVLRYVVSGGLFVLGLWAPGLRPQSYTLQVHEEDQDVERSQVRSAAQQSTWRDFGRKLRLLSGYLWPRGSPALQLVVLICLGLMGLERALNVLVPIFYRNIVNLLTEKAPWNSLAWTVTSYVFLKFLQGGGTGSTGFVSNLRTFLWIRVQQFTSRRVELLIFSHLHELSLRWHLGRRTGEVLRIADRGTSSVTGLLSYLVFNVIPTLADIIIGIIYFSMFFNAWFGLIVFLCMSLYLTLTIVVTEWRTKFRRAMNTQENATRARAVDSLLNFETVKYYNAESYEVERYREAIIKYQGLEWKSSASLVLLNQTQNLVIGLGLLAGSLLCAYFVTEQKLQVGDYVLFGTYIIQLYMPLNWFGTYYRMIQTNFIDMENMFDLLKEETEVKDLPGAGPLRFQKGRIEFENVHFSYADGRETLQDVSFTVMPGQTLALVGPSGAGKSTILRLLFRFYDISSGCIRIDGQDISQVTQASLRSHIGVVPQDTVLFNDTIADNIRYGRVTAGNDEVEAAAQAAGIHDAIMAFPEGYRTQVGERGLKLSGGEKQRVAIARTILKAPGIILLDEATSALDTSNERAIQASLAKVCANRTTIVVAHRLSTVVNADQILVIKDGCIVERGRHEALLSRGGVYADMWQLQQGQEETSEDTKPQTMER
The depositor's hits bear a star.

SMILES	ABHD5-PLIN5 inh	HTR2A ag	MC4R barr agon	N-glyco inh	H9c2 protect	Granule exo inh	hiPSC survival	MC4R antag cAMP	aDG glyco up	ABCB6 inh MLPCN
CS(=O)(=O)N(CC(=O)Nc1ccc2c(c1)OCCO2)Cc1ccccc1	-8	1	-1.9	0	2	-2	1.8	3	0.0	94
ON=C(c1ccccc1)c1ccc2c3c(cccc13)CC2	3	8	3.1	-2	-7	-4	6.3	14	-0.2	99
COCC1CCCCN1Cc1cn[nH]c1-c1ccc2cc(OC)ccc2c1 (stereo not drawn)	4	-1	-2.2	0	-3	4	-1.0	7	0.2	98
Cc1cccc(NC(=S)NC2CC3CCC(C2)N3Cc2ccco2)c1C (stereo not drawn)	3	0	-1.3	-3	-1	4	-4.2	-9	0.3	96
Cc1cccnc1C(NC(=O)C1CCN(CCOc2ccc(F)cc2)CC1)c1ccc(F)cc1 (stereo not drawn)	6	4	2.7	-2	7	-2	1.2	1	0.1	102
Cc1ccc(NC(=O)Cn2c(=S)[nH]c3ccccc32)cc1	-7	1	-0.4	-1	-6	6	0.5	14	-0.1	98
Cc1ccc(-n2c(SCC(=O)c3c(N)n(C4CC4)c(=O)[nH]c3=O)nnc2N2CCOCC2)cc1	-2	-2	-1.9	0	2	-1	-0.5	1	-0.2	93
Cc1cccn2c(=O)c3cc(C(=O)NCCc4ccccc4)c(=N)n(CC4CCCO4)c3nc12 (stereo not drawn)	1	7	1.4	5	13	-9	0.0	13	0.0	95
COc1ccc(/C=C/C(=O)O/N=C(\N)c2ccccc2)cc1OC	2	-1	-1.6	1	18	-1	0.2	-2	-0.1	98
CCOC(=O)C1(CCOC)CCN(C(=O)Cc2ccc3ccccc3c2)CC1	4	-6	-0.2	-5	8	0	-0.7	18	0.2	100
CC(C)Cc1cc(C(=O)NCCc2ccccc2)no1	-4	-7	-0.2	-3	-4	4	1.8	3	0.1	100
COc1cc(/C=C/C(=O)OCC(=O)Nc2nnc(-c3ccccc3)o2)cc(OC)c1OC	-1	6	-0.7	0	18	2	-0.2	0	0.2	94
COCC(C)NC(=O)NC(=O)c1ccc(Cl)cc1 (stereo not drawn)	4	2	0.5	0	-6	-3	0.6	1	-0.3	96
Cc1[nH]c2ccccc2c1SCC(=O)NC1CCCCC1	-12	-1	-0.4	-3	-6	-2	-0.9	20	0.1	99
CC(C)CCNC(=O)c1sc2ccc(S(=O)(=O)N3CCCCC3)cc2c1N	-8	-6	-1.5	-6	-10	-3	-0.7	13	0.4	115
CCOC(=O)c1c[nH]c2nc(C)ccc2c1=O	2	3	-2.5	4	24	-4	-0.3	10	-0.3	101
COc1ccc2oc(C(F)(F)C(F)(F)F)cc(=O)c2c1	3	3	0.5	2	-4	-2	0.1	2	0.1	96
CCOc1ccc(N2C(=O)CC(N(Cc3ccco3)C(C)=O)C2=O)cc1 (stereo not drawn)	-2	-2	-1.2	1	-4	1	1.8	16	0.7	99
CCc1ccccc1Nc1ccc(C(=O)O)cc1N	10	-3	0.2	3	-4	-11	8.2	23	0.2	117
Cn1c(CN2CCCCC2)nc2cc(NC(=O)c3ccccc3Cl)ccc21	0	3	-1.0	-6	8	2	-0.5	-1	0.4	95
COc1ccccc1C1(O)CCN(C(=O)c2cccs2)CC1	10	-1	-0.3	-4	2	0	3.6	3	-0.1	104
Cc1nn(-c2ccccc2)c(N)c1C(O)(CSc1nccn1C)C(F)(F)F (stereo not drawn)	-5	0	-0.4	3	-3	-2	0.7	-2	-0.3	96
O=C1CN(C(=O)COC(=O)CNS(=O)(=O)c2ccccc2)c2ccccc2N1	1	2	-1.0	3	1	-1	-0.2	6	0.3	94
CCn1c(=O)n(CC)c2cc(N3CCCC3)c(NC(=O)c3ccc(OC)c(Br)c3)cc21	-6	-3	-1.6	5	11	7	-0.7	2	0.2	97
O=[N+]([O-])c1cc(C(F)(F)F)ccc1NCCc1c[nH]c2ccc(O)cc12	-5	0	15*	8	-20	-3	-2.3	0	0.4	97

(more compounds)
SMILES	ABHD5-PLIN5 inh	HTR2A ag	MC4R barr agon	N-glyco inh	H9c2 protect	Granule exo inh	hiPSC survival	MC4R antag cAMP	aDG glyco up	ABCB6 inh MLPCN
Cn1c(=O)cc(OCC(=O)NCCCN2CCN(c3cccc(Cl)c3)CC2)c2ccccc21	4	14	0.2	4	64*	1	0.1	1	0.1	100
CC(CC(=O)Nc1ccc2c(c1)c(=O)n(C)n2Cc1ccc(F)cc1)c1ccccc1 (stereo not drawn)	1	0	-0.8	5	-4	-1	0.3	1	0.8	102
COc1cccc(C2C(C(=O)c3cc4ccccc4o3)=C(O)C(=O)N2c2cc(C)on2)c1OC (stereo not drawn)	-19	-1	0.5	1	-1	-5	2.8	16	0.5	121
CC(NC(=O)COC(=O)c1ccc([N+](=O)[O-])s1)c1ccccc1 (stereo not drawn)	3	5	-0.5	2	-3	-4	-1.5	-2	0.0	100
COCC(=O)Nc1cc(=O)n(C)c(=O)n1C	12	3	-1.3	1	-11	-4	0.6	11	2.6	98
O=C(Cn1nnc(-c2ccccc2)n1)NCc1ccco1	0	2	-2.1	2	-4	-2	12	4	0.0	137
COc1ccc(CCN(Cc2ccccn2)C(=S)Nc2ccccc2Cl)cc1OC	-5	1	0.0	-5	0	-2	0.6	6	0.1	96
Cc1ccccc1/C=N/NC(=O)c1cccnc1	12	5	-1.3	0	8	-4	0.2	-5	0.0	105
Cc1ccc(S(=O)(=O)NC(=O)Nc2cccc(C)n2)cc1	-5	1	1.3	0	-4	-4	0.5	-6	-0.1	102
CC(=O)N1CCN(c2ccc(NC(=O)c3ccc4ccccc4c3)cc2)CC1	3	0	3.4	-3	-1	-2	-0.7	15	0.1	92
Cc1ccc(SCCNC(=S)Nc2cc(C)ccc2C)cc1	-9	-9	-0.9	2	-17	2	-3.3	4	0.0	94
O=C(NCC1CCCO1)C(C(=O)c1ccccc1)n1cc(Cl)ccc1=O (stereo not drawn)	-2	1	-0.3	1	6	1	-1.8	5	-0.1	87
CCOC(=O)c1c(C)[nH]c(O)c1C=Nc1ccccc1	0	0	0.0	0	7	7	1.1	-7	0.0	87
CN(C(=O)COC(=O)CSc1cc(Cl)ccc1Cl)c1c(N)n(Cc2ccccc2)c(=O)[nH]c1=O	8	1	0.1	0	-2	2	-0.5	5	-0.1	85
COc1ccc(C)cc1NC(=O)C1CCN(S(=O)(=O)c2ccc3c(c2)NC(=O)CO3)CC1	-7	-1	2.9	3	0	7	0.4	4	-0.2	101
Fc1ccccc1-c1nc(NCC2CC2)nc2ccsc12	-2	-1	-0.6	-1	-10	2	-1.9	1	0.0	105
CN(CC(=O)Nc1ccc(F)cc1)C(=O)COC(=O)c1ccc(=O)n(Cc2ccccc2)n1	1	1	-1.4	1	-3	-1	-0.4	10	0.2	100
C=CCC(CC=C)(NC(=O)c1ccccc1)c1ccccc1	-2	1	2.1	-2	-2	0	-0.3	11	0.3	106
CC1(C(=O)NCC2CC2)CCN1C(=O)C1(c2ccccc2)CC1 (stereo not drawn)	-2	4	-3.0	3	0	-4	0.8	-7	0.3	95
CC(C)C(NC(=O)c1ccc(F)cc1)C(=O)NCC1CCCO1 (stereo not drawn)	0	5	1.8	0	7	-2	-0.7	18	-0.1	94
CC(=O)Nc1ccc(NC(=O)CSc2nnc(NC(=O)C3CC3)s2)cc1	3	6	-3.0	2	0	-3	-0.1	0	-0.1	96
C/C(=N\NC(=O)c1ccccc1O)c1cccc(NC(=O)c2ccccc2)c1	7	0	-1.5	0	-3	10	-0.5	13	-0.1	98
CCOC(=O)CNS(=O)(=O)c1ccc2c3c(cccc13)C(=O)N2CC	-3	1	-1.4	4	0	4	-0.3	0	-0.4	90
O=C(COC(=O)c1ccc(S(=O)(=O)Nc2ccccc2)cc1)NC1CCCC1	-5	1	-0.3	0	4	-2	-0.4	7	-0.2	103
c1ccc(-c2nnc(-c3ccco3)n2-c2ccccc2)cc1	-4	-4	-1.1	0	0	-1	2.1	0	0.2	101

Part of the list above, as comma-separated lines:
Compound,ABHD5-PLIN5 inh,HTR2A ag,MC4R barr agon,N-glyco inh,H9c2 protect,Granule exo inh,hiPSC survival,MC4R antag cAMP,aDG glyco up,ABCB6 inh MLPCN
Cc1ccccc1/C=N/NC(=O)c1cccnc1,12,5,-1.3,0,8,-4,0.2,-5,0.0,105
Cc1ccc(S(=O)(=O)NC(=O)Nc2cccc(C)n2)cc1,-5,1,1.3,0,-4,-4,0.5,-6,-0.1,102
CC(=O)N1CCN(c2ccc(NC(=O)c3ccc4ccccc4c3)cc2)CC1,3,0,3.4,-3,-1,-2,-0.7,15,0.1,92
Cc1ccc(SCCNC(=S)Nc2cc(C)ccc2C)cc1,-9,-9,-0.9,2,-17,2,-3.3,4,0.0,94

The list continues.
SMILES	ABHD5-PLIN5 inh	HTR2A ag	MC4R barr agon	N-glyco inh	H9c2 protect	Granule exo inh	hiPSC survival	MC4R antag cAMP	aDG glyco up	ABCB6 inh MLPCN
O=C(Cc1ccsc1)NCc1ccccc1F	6	-1	-2.6	1	-2	-3	-0.3	3	0.2	99
CC1(Cc2ccccc2OC(F)(F)F)C(=O)Nc2cc(-c3ccccc3Cl)ccc21 (stereo not drawn)	-3	-1	3.5	-2	-7	0	1.4	2	0.1	95
CN(C)c1ccc(C(=O)NNC(=O)C23CC4CC(CC(C4)C2)C3)cc1	0	2	0.0	3	-2	-15	-0.7	7	0.3	101
CCOC(=O)CCc1nn(C)c(=O)c2ccccc12	0	-2	-0.2	-1	-5	-4	0.3	-1	-0.1	99
CCCn1c(N)c(C(c2ccc(OC)cc2)N2CCN(c3ccccc3)CC2)c(=O)[nH]c1=O (stereo not drawn)	9	2	-0.2	1	12	5	-0.2	9	0.1	97
O=C(COC(=O)c1cc([N+](=O)[O-])ccc1NCc1ccccc1)NC1CCCc2ccccc21 (stereo not drawn)	4	1	0.1	-1	1	-2	-2.8	2	-0.1	99
COc1cc(/C=C2/SC(=O)N(Cc3ccccc3Cl)C2=O)ccc1OCc1ccncc1	-3	1	1.4	-6	-7	3	5.8	-1	0.1	99
O=C(Cc1cccs1)Nc1cccc([N+](=O)[O-])c1	-1	0	-2.1	-1	-3	3	3.3	-7	0.6	106
COc1cc(/C=C2\C(=O)N(C)C(=S)N2C)ccc1O	3	-4	-3.2	7	-3	22	-1.4	-2	0.4	99
CCOC(=O)C1=NN(c2ccc(Cl)cc2)/C(=C/C2=NCCc3cc(OC)c(OC)cc32)S1	-4	4	-1.7	-1	5	-3	-0.5	0	0.1	94
CC(C)(C)N(Cc1ccccc1)C(=O)COC(=O)CCN1C(=O)C2CC=CCC2C1=O (stereo not drawn)	2	15*	-2.0	-1	1	0	0.4	5	-0.1	93
CCOC(=O)c1c(S(=O)(=O)NCC(=O)N2CCN(c3ccc(OC)cc3)CC2)c(C)n(C)c1C	4	3	2.4	2	-8	1	-0.4	0	-0.2	104
CCCCCn1nc(-c2ccccc2)c2nc3ccccc3nc21	-5	0	-1.6	-2	-13	6	1.3	-3	0.3	125
COc1ccccc1N(CC(=O)Nc1ccc2c(c1)OCCO2)S(C)(=O)=O	-1	3	-0.9	0	2	5	1.3	11	-0.1	90

Screens: PubChem, several laboratories
